# Compound activity (PubChem)
# APJ agonist – agonists of human apelin receptor APJ, primary screen, CHO-K1 cells, PathHunter beta-arrestin, luminescence; 0.11% of 330,000 active; 0% DMSO wells, 100% apelin; activation, % at 20 µM; AID 2520, 2010;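 active = activation more than six SD over the plate average, tested at 20 µM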;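 note: 0% = DMSO alone and 100% = apelin-13 at 10 nM; some results filed as inactive read as strong as hits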
#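 Assay system: CHO-K1 cells stably expressing ProLink-tagged human APJ and arrestin–beta-gal acceptor. Compound dosing: 20 µM single point, 1% DMSO. Times: 16-18 h seeding, 90 min dark compound exposure, 60 min detection. Detection: beta-gal luminescence. Evaluation: APJ–arrestin association signal. Controls: negative DMSO alone, positive Apelin-13 at 10 nM.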
# Mdm2 MdmX PPI – inhibitors of human Mdm2-MdmX association, primary screen, cell-based, luminescence, split luciferase, SaOS-2, uHTS; Protein Mdm4 (Homo sapiens) + E3 ubiquitin-protein ligase Mdm2 (Homo sapiens), …; AID 485346, 2010; inhibition, % at 8 µM; SaOS-2 split-luciferase Mdm2/MdmX complementation; 3% of 330,000 active;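 active = inhibition of at least 50% at 8 µM in the primary screen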
# Target sequence (O15151 whole entry, looked up): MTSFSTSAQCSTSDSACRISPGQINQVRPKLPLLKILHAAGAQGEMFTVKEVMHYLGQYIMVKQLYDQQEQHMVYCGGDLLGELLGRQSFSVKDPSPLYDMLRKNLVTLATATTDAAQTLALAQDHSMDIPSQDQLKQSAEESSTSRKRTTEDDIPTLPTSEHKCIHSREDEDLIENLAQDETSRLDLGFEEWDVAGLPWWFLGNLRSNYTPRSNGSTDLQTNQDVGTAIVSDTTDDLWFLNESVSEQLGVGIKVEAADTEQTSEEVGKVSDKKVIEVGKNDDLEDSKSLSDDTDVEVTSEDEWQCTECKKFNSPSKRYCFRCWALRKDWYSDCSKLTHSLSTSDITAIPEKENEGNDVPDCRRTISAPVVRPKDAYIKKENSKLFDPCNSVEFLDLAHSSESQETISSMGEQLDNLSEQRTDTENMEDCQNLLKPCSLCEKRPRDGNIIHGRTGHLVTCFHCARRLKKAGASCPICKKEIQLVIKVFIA
# Target sequence (Q00987 whole entry, looked up): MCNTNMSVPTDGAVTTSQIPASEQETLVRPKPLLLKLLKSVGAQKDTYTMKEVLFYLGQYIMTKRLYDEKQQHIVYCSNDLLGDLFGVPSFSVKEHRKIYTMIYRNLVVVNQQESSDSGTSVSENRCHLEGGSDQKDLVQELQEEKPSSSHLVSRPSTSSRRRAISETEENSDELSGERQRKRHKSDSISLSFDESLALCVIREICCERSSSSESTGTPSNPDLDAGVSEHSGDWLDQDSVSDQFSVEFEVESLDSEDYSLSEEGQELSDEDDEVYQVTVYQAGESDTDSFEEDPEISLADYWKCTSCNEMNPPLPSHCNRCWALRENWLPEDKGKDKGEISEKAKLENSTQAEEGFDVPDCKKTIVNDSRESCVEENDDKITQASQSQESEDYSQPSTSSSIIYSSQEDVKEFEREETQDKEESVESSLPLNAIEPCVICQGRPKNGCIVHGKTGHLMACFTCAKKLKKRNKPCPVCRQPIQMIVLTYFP
# EBI2 antag – EBI2 receptor antagonists, beta-arrestin recruitment, primary screen, cell-based, luminescence, 7a,25-OHC stimulation, uHTS. G-protein coupled receptor 183 (Homo sapiens), P32249. 7a,25-OHC stimulated. inhibition, % at 5 µM. 0.81% of 360,000 active; in the data active = inhibition above about 38%;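 note: enzyme fragment complementation signal reports receptor beta-arrestin coupling in cells; 0% = agonist plus DMSO wells and 100% = wells without agonist; some results beyond the cut were filed as inactive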
# CCR6 antag – CCR6 receptor antagonists, primary screen, cell-based, CHO-K1, luminescence, beta-arrestin, uHTS; CHO-K1 CCR6 PathHunter beta-arrestin, CCL20-stimulated; inhibition, % at 20 µM; 0.49% of 340,000 active; AID 493098, 2011;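 active = compounds whose inhibition of the agonist-driven luminescence signal at 20 µM reaches about 50%, limit read from the data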;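 note: cells stimulated with CCL20 at 14 nM final; plate controls were DMSO with CCL20 for no effect and DMSO without agonist for full effect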
# tim23-1 inh – growth inhibitors of tim23-1 mutant yeast, primary screen, luminescence, uHTS. AID 463212, 2010. 1.3% of 330,000 active. inhibition, % at 20 µM. S. cerevisiae tim23-1 growth, BacTiter-Glo luminescence, 24 h;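 active = growth inhibition of the mutant yeast at or above 50%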;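 note: temperature-sensitive mutant grown at 25 °C; plate controls were DMSO-treated mutant yeast for no effect and medium wells lacking yeast for full effect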
# CXCR6 inh – CXCR6 receptor inhibitors, primary screen, cell-based, beta-arrestin, luminescence, CHO-K1 PathHunter, 1536-well | 0.36% of 360,000 active | C-X-C chemokine receptor type 6 (Homo sapiens), O00574 | AID 602244, 2012 | inhibition, % at 20 µM; in the data active = inhibition above about 34%, passing the limit was not always enough;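 note: antagonist mode with CXCL16 agonist at 10 nM final; 0% = 10 nM CXCL16 with DMSO and 100% = unstimulated wells without agonist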
# APJ antagonist – antagonists of human apelin receptor APJ, primary screen, CHO-K1 cells, beta-arrestin complementation, luminescence; P35414; inhibition, % at 20 µM; 0.32% of 330,000 active; AID 2521, 2010;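 active = inhibition above about 40% at 20 µM, limit read from the data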;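 note: cells challenged with 10 nM apelin-13 agonist together with compound; plate controls were apelin-13 plus DMSO wells for no effect and DMSO wells lacking apelin-13 for full effect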
# UPR XBP1 act – activators of adaptive XBP1 UPR arm, primary screen, cell-based, CHO-XBP1 luciferase reporter, luminescence, uHTS; IRE1-XBP1 UPR activation; percent of tunicamycin response, DMSO as zero; activation, % at 20 µM; 0.33% of 330,000 active; AID 463104, 2010;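 active = versus positive control, 20 µM dose yields 30% or more activation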;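 note: 100% = tunicamycin at 10 µg/mL and 0% = DMSO only wells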
#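 Material: CHO-XBP1 cells stably carrying IRE1-XBP1-driven luciferase reporter / Amount: 1000 cells per well / Compound: 20 µM, 1% DMSO / Times: 6 h treatment, 37 °C / Detection: luciferase luminescence / Measure: % activation of reporter signal versus tunicamycin and DMSO controls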
# UPR CHOP act – activators of apoptotic CHOP UPR arm, primary screen, cell-based, CHO-CHOP luciferase reporter, luminescence, uHTS; UPR activation; percent of tunicamycin response over DMSO baseline; activation, % at 10 µM; 0.34% of 330,000 active;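 active = at 10 µM dose, activation of 40% or more, normalized to positive control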;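 note: 100% = tunicamycin at 10 µg/mL and 0% = DMSO alone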
#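 Evaluation: % reporter activation, DMSO baseline versus tunicamycin full activation; System: CHO-CHOP luciferase reporter cell line; Input: 500 cells/well; Incubation: 6 h compound treatment, 37 °C; Measured by: Steady-Glo luciferase luminescence; Dosing: one dose, 10 µM in 0.5% DMSO; Buffer or medium: F12 medium, 10% FBS; Benchmarks: positive tunicamycin 10 µg/mL, negative DMSO alone.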
# An asterisk follows results filed as active; / = not tested or not shown; & = joins results of further samples. This is a subset; the hit share may differ from the screen's.
Molecule,APJ agonist,Mdm2 MdmX PPI,EBI2 antag,CCR6 antag,tim23-1 inh,CXCR6 inh,APJ antagonist,UPR XBP1 act,UPR CHOP act
CC(C)CC(=O)NC(=S)Nc1ccc(N2CCOCC2)c(Cl)c1,-3,-24,11,9,38,11,-21,0,0.0
COc1ccccc1CCNC(=O)C(C)n1nc(C)c2c(C)n(-c3ccccc3)nc2c1=O (stereo unspecified),3,10,6,-6,18,3,0,1,-0.5
O=C(NCc1ccccc1F)C1CCN(C(=O)c2sccc2-n2cccc2)CC1,-3,-5,-17,7,6,-2,5,3,0.6
CCc1ccccc1NC(=O)CSc1nnc([C@@H](N)Cc2ccccc2)o1,-3,-1,-14,3,12,-2,5,1,-2.6
O=C(Nc1ccccc1)N1CC=C(c2ccccc2)CC1,-3,-281,/,/,8,/,6,3,4.2
COc1ccc(/C(O)=C/C(=O)C(=O)NNC(=O)c2ccccc2)cc1,0,-2,-9,4,18,3,9,4,-1.0
O=C(Cn1nnc2ccccc2c1=O)NC1CCCCC1,-2,-3,0,12,2,1,2,-3,3.2
CCn1c2ccccc2c2cc(/C=N/NC(=O)c3cccc(C)c3)ccc21,6,35,7,-4,-6,-1,-8,-1,-1.9
COc1ccc(CNC(=O)COc2cc(=O)n(C)c3ccccc23)cc1,1,16,5,11,0,4,-13,-1,2.5
CN(C)S(=O)(=O)c1cccc(C(=O)OCC(=O)Nc2ccc3c(c2)OCCO3)c1,-2,-5,0,9,0,-2,1,-3,1.1
CCOC(=O)C1=C(CC)Nc2ccccc2N=C1NC(=O)Nc1ccc(Cl)c(Cl)c1,6,94*,13,-13,76*,-10,-2,5,5.5
CC(=O)Nc1ccc(S(=O)(=O)NC(C)c2ccccc2)cc1 (stereo unspecified),-1,1,-18,-2,11,4,7,-7,0.8
O=C1C(Cl)=C(NCC2CCCO2)C(=O)N1CCc1ccccc1 (stereo unspecified),-4,-91,0,12,8,-4,15,2,2.7
Cc1cc(C)n2nc(SCC(=O)N/N=C/c3ccc(F)cc3)nc2n1,-4,7,-7,9,-3,7,9,-4,0.2
CCCCCOC(=O)Cn1c(=O)c2c(nc(N3CCOCC3)n2C)n(C)c1=O,-2,-20,5,7,4,2,7,-1,-1.5
O=C(CN1C(=O)NC2(CCc3ccccc32)C1=O)c1ccc(F)cc1 (stereo unspecified),0,1,4,9,-20,0,3,-1,1.4
CN(C)CCN(Cc1ccco1)C(=O)c1cc2c(Cl)nc3ccccc3c2s1,-3,21,4,31,16,3,41*,8,1.3
O=C(COC(=O)c1cccc(F)c1)NC(=O)NC1CCCC1,-2,-17,-9,4,6,-2,3,-1,1.0
Nc1nc2c(s1)C(=O)CCC2,0,-6,0,-12,11,-14,10,-2,1.7
CC1CC(C)CN(S(=O)(=O)c2cc(C(=O)O)c(Cl)s2)C1 (stereo unspecified),-3,14,-4,15,5,4,-2,-2,-1.8
CC1CCN(CC(=O)NCc2ccccc2)CC1,-2,-8,-4,-20,-5,1,9,0,0.7
O=c1[nH]c(=O)n(C(c2ccccc2)c2ccccc2)cc1Br,1,1,6,-19,9,8,-30,-1,1.2
COc1ccc(-c2cn3ccccc3n2)cc1OC,-1,-92,-6,-11,12,-5,25,0,2.6
Cc1ccc(NC(=O)CN(C)Cc2cccs2)cc1Cl,1,-2,5,-6,19,-2,17,-2,5.0
CCn1c(O)c(N=NC2=NC(=O)CS2)c2cc(C)ccc21,-2,10,-17,16,35,18,26,1,0.1
C=CCOc1ccc(C2NC(=S)NC3=C2CCc2ccccc23)cc1 (stereo unspecified),2,7,-12,1,33,-16,12,-3,2.6
CCOc1ccc(S(=O)(=O)N2CCCCC2)c2ccccc12,-1,22,5,14,25,9,15,0,-0.2
CC(=O)c1ccc(NC(=O)c2cn(-c3ccccc3)nc2-c2ccncc2)cc1,1,-18,14,8,2,10,-19,1,1.2
Cc1ccc([N+](=O)[O-])cc1S(=O)(=O)N1CCCN(C)CC1,-2,-43,-8,11,1,-7,17,-9,-0.3
CC1CCC(C(C)C)C2=C1C(C#N)(C#N)C(C#N)(C#N)C(c1ccccc1)N2 (stereo unspecified),8,17,-1,1,24,7,-18,1,-0.6
NC(=O)c1cccnc1Nc1ccccc1F,-3,-20,-9,6,29,3,7,0,1.9
CN(C)CCN1C(=O)C(O)=C(C(=O)c2cc3ccccc3o2)C1c1ccccn1 (stereo unspecified),-3,18,/,/,9,/,20,0,1.6
CSc1ccccc1NC(=O)c1cc(-c2cccnc2)nc2ccc(Br)cc12,2,34,41*,4,-11,8,5,32*,1.1
COc1ccccc1-c1nnc(SCC(=O)N2CCCCC2)o1,-6,8,-17,0,-2,2,12,-3,4.2
Cn1c(CNC(=O)c2ccccc2F)nnc1SCC(=O)NCc1ccccc1,-1,4,3,-9,-7,-22,20,-2,-1.4
O=C(CSCc1cnn(-c2ccccc2)c1-n1cccc1)NCCN1CCOCC1,-2,-7,1,1,12,-3,-25,-4,-0.1
Cc1csc(NC(=O)CSc2nc3ccccc3c3c2CCCC3)n1,-1,-26,13,5,15,-3,1,0,-0.6
OCCN1CCN(CC(O)COc2ccc3ccccc3c2)CC1 (stereo unspecified),-2,-16,-2&6,2&4,4,-3&0,6,-1,-0.5
COc1ccc(CCNC(=O)C(=O)Nc2nccs2)cc1OC,1,-27,1,3,8,1,-5,0,0.8
COC(=O)N1C(=O)[C@](c2ccccc2)(C2CCCC2)N1C(=O)OC,0,43,-6,14,-6,4,6,-3,2.6
CC(C)C(=O)N(Cc1ccccc1)c1ccccn1,-1,0,-6,-8,6,-4,12,-1,0.2
COc1ccc(/C=N/Nc2ccccn2)cc1O,-3,-70,5,8,-5,4,9,-1,2.9
Cc1cc(C)cc(NC(=O)N2CCc3ccccc3C2)c1,-5,-4,-10,13,34,-6,11,-4,2.0
Cc1cccc(C(=O)O/N=C(\N)c2ccccn2)c1,4,65*,-8,-20,30,-4,-14,-12,-8.9
C=C(C)COc1ccc(-c2n[nH]c(C)c2-c2ccc(OC)c(OC)c2)c(O)c1,2,71*,2,30,43,12,1,6,0.0
Cc1ccc(CC(=S)N2CCOCC2)cc1,-3,5,3,13,1,-3,5,1,0.0
C[C@H](CO)N1C[C@H](C)[C@@H](CN(C)Cc2ccc3c(c2)OCO3)Oc2ccc(NC(=O)Cn3cnnn3)cc2C1=O,0,-14,6,-5,13,10,10,-4,0.8
COc1ccc(/C=C/C(=O)Nc2cc(C)on2)cc1,-3,-6,-6,8,2,3,9,-1,3.7
Clc1cc(Cl)cc(C2=NCCC(c3ccccc3)O2)c1 (stereo unspecified),-5,13,/,/,13,/,24,-4,0.5
CC(=O)c1cc2c(cc1NS(=O)(=O)c1ccc(F)cc1)OCO2,-1,17,9,18,28,3,11,1,0.2
CCOC(=O)c1nn(-c2ccccc2)c(=O)cc1SC(C)CC (stereo unspecified),1,12,1,6,27,-4,12,-1,-1.5
CCOC(=O)NC1(C(F)(F)F)C(=O)NC(C)=C1C#N (stereo unspecified),-4,17,1,-27,3,3,-2,-2,-3.3
O=C(OCc1nnc(-c2ccccc2)o1)c1cc(S(=O)(=O)N2CCOCC2)c(Cl)cc1Cl,2,-1,9,-26,-5,-18,3,-3,0.2
CCOC(=O)COc1ccc2c(c1)C(=O)CC1(CCN(C(C)=O)CC1)O2,-2,5,0,1,11,-5,15,-1,0.8
CCOC(=O)N1CCN(C(=O)c2c(N)no[n+]2[O-])CC1,2,-27,2,/,5,-8,-16,0,1.1
CC(C)c1ccc(-c2nc(N3CCCC3)nc3n[nH]c(N)c23)cc1,-3,38,-9,6,10,-8,-6,4,2.6
CC(C)(C)c1ccc(OCC(=O)NCC(c2cccs2)N2CCOCC2)cc1 (stereo unspecified),-3,17,11,4,26,-4,7,-2,0.6
COc1cccc(/C=C2/C(=O)NN(c3ccc(Br)cc3)C2=O)c1O,-2,-15,34,21,36,17,8,-6,3.5
CC1(C)Cc2c(cnn2-c2cccc(F)c2)C(NC(=O)c2ccc(=O)[nH]n2)C1 (stereo unspecified),1,22,6,10,0,6,14,-2,-1.9
O=c1c(-c2nc3ccccc3s2)cccn1Cc1ccccc1,1,-121,27,9,17,6,21,4,1.6

# (next part)
Molecule,APJ agonist,Mdm2 MdmX PPI,EBI2 antag,CCR6 antag,tim23-1 inh,CXCR6 inh,APJ antagonist,UPR XBP1 act,UPR CHOP act
COc1ccc(CNc2ncnc3c2[nH]c2cc(OC)c(OC)cc23)cc1,12,21,6,-2,12,-9,6,-1,0.5
Nc1ccc(S(=O)(=O)c2ccc(Cl)cc2)cc1,-2,13,-10,-1,22,4,16,-4,2.4
CC1=C(C(=O)N2CCCC(CCC(=O)NCc3ccc(F)c(F)c3)C2)OCCO1 (stereo unspecified),-3,-20,-5,5,0,-6,4,-2,1.5
CC(O)[C@H]1CNC(=O)C(=O)N1CC1(c2ccccc2)CC1 (stereo partly specified),-6,2,-7,3,3,-4,-8,-1,-2.3
CCCn1c(SCC(=O)NC2CCCC2)nc2c1c(=O)n(C)c(=O)n2C,3,19,-2,3,3,0,-7,-2,3.2
O=C(CCN1CCN(S(=O)(=O)c2ccc(Cl)cc2)CC1)Nc1ccc(F)cc1,-4,-4,17,5,10,2,1,-4,-0.9
O=C(c1cccc(F)c1)N1CCN(c2ccc([N+](=O)[O-])c(N3CCCCC3)c2)CC1,-4,28,1,15,33,12,27,-4,-0.6
CCCCC(=O)NC(=S)Nc1nnn(CCC)n1,-4,25,4,39,-27,24,31,-2,-1.3
COc1ccc(CCNC(=O)CSc2nc(C)nc3c2oc2ccccc23)cc1OC,1,-1,-6,-14,35,12,8,1,1.2
Cc1c(OCC(=O)N[C@@H](Cc2ccccc2)C(=O)O)ccc2c1oc(=O)c1ccccc12,-2,1,4,6,1,-1,0,-2,1.7
